High-throughput results from PubChem BioAssay.
mouse EphA4 binding: inhibitors of EphA4 binding to KYL peptide, primary screen, biochemical, colorimetric, mouse EphA4 (AID 689). Ephrin type-A receptor 4 (Mus musculus). EphA4-AP binding to KYL peptide, pNPP A405; higher % means a stronger effect. inhibition, % at 10 µM, or IC50 in µM where a hit was titrated. 62,000 tested, 0.1% active; in the data active = a potency from the dose series; inactive = the rest, 99 in 100 with inhibition below about 22%
Starred values were filed as active, the others as inactive; & = joins results of further samples.

O=C(NC1CCCCCC1)C1CCN(S(=O)(=O)c2cccc3cccnc23)CC1 was read as mouse EphA4 binding 6%.
Screening CC(C)c1ccc(OCc2nc(-c3ccccn3)no2)c(Br)c1 returned mouse EphA4 binding -7%.
Cc1cccc(N2CCN(C(=S)c3ccccc3)CC2)c1 was read as mouse EphA4 binding 0%.
Screening Cc1ccc(C2/C(=C(/O)c3ccccc3)C(=O)C(=O)N2c2cccc(C)c2)cc1 (centres undefined) returned mouse EphA4 binding -7%.
COc1ccc(CCNC(=O)C(=O)Nc2ccc(Cl)c(Cl)c2)cc1OC was read as mouse EphA4 binding 2%.
`Cn1c(Cn2c(=O)sc3ccccc32)nnc1SCc1ccccn1` gave mouse EphA4 binding 3%.
For c1ccc(COc2ccc(OCCCN3CCCCC3)cc2)cc1 the results were mouse EphA4 binding -18%.
For COC(=O)c1sccc1-c1ccc(C(=O)Nc2cccc(Cl)c2)o1 the results were mouse EphA4 binding -10%.
COc1ccc(CC(=O)n2c(CC#N)nc3ccccc32)cc1OC was read as mouse EphA4 binding 0%.
`Cc1nc(SCC(=O)Nc2ccc(N3CCOCC3)cc2)nc(C)c1C` gave mouse EphA4 binding 1%.
`COc1ccc(-c2c3c(=O)n(C)c(=O)n(C)c3cn2Cc2ccccn2)cc1` gave mouse EphA4 binding -23%.
Screening Cc1ccc(Cn2ccc(NC(=O)c3cc4nc5c(c(C(F)(F)F)n4n3)CCc3ccccc3-5)n2)cc1 returned mouse EphA4 binding -4%.
For Cc1cccc(N2CCN(C(=O)c3cc4c(=O)n(C)c5ccccc5c4n3C)CC2)c1C the results were mouse EphA4 binding 2%.
`CC[n+]1c(S(=O)(=O)[O-])ccc2ccc(C)cc21` gave mouse EphA4 binding -4%.
`Brc1[nH]nc2ccccc12` gave mouse EphA4 binding -1%.
Screening O=C1/C(=C/c2cccs2)SC(=S)N1c1ccccc1 returned mouse EphA4 binding -4%.
For C#Cc1cccc(NS(=O)(=O)c2ccc(NC(C)=O)cc2)c1 the results were mouse EphA4 binding -12%.
`CCCCNC(=O)CC1N=C2c3ccccc3N=C(SCC(=O)Nc3ccccc3OC)N2C1=O` (centres undefined) gave mouse EphA4 binding -6%.
For O=C(COc1ccccc1)Nc1nc(-c2ccc(S(=O)(=O)N3CCOCC3)cc2)cs1 the results were mouse EphA4 binding -15%&-1%.
Cn1c(SCC(=O)NCc2ccco2)nnc1-c1ccc(S(=O)(=O)N2CCOCC2)cc1 was read as mouse EphA4 binding -8%.
CN(CCC#N)CC(=O)Nc1ccc(NC(=O)CN(C)CCC#N)cc1 was read as mouse EphA4 binding 3%.
Cc1ccccc1N(CC(=O)Nc1ccccc1C(=O)O)S(C)(=O)=O was read as mouse EphA4 binding 2%.
CCSc1nnc(-c2ccccc2NC(C)=O)c(=O)[nH]1 was read as mouse EphA4 binding -12%.
For CCOC(=O)CN1C(=O)C(O)(CC(=O)c2cccc(OC)c2)c2ccccc21 (centres undefined) the results were mouse EphA4 binding -2%.
O=C(NCCCN1CCOCC1)c1cc(-c2ccc3c(c2)OCO3)nc2ccccc12 was read as mouse EphA4 binding -3%.
`c1ccc(COc2ccc(CN3CCN(c4ccccn4)CC3)cc2)cc1` gave mouse EphA4 binding -5%.
For Cc1cc2ccccc2nc1SCC(=O)Nc1nc(-c2ccccc2)cs1 the results were mouse EphA4 binding 0%.
CCCc1cc(=O)[nH]c(SCC(=O)N(C)Cc2ccccc2)n1 was read as mouse EphA4 binding -13%.
For COC(=O)c1ccc(NC(=O)CSc2nnc(-c3ccncc3)n2N)cc1 the results were mouse EphA4 binding -14%.
Cc1ccc(CSc2nnc3c(n2)OC2(Nc4ccccc4-3)C(=O)Nc3ccc(F)cc32)cc1 (centres undefined) was read as mouse EphA4 binding 1%.
`FC(F)(F)c1ccc(Oc2ccc3c(C(F)(F)F)cc(C(F)(F)F)nc3n2)cc1` gave mouse EphA4 binding -8%.
Screening CC(NS(=O)(=O)c1ccc(Br)cc1)C1C2CC3CC(C2)CC1C3 (centres undefined) returned mouse EphA4 binding -8%.
CCC1(C(=O)OC)NC(c2ccco2)C2C(=O)N(c3ccccc3)C(=O)C21 (centres undefined) was read as mouse EphA4 binding 18%.
CC1=[N+]([O-])C(C)(C)C(C)N(O)C1=O (centres undefined) was read as mouse EphA4 binding -1%.
`CCOC(=O)c1csc(NC(=O)CSc2nnnn2CC)n1` gave mouse EphA4 binding -8%.
For CN1CCN(c2nc3c(c(=O)n(C)c(=O)n3C)n2CC(=O)C23CC4CC(CC(C4)C2)C3)CC1 the results were mouse EphA4 binding -6%.
For Cc1ccc(C)c2[nH]c(=O)c(C(c3nnnn3CCc3ccccc3)N3CCOCC3)cc12 (centres undefined) the results were mouse EphA4 binding 2%.
`FC(F)(F)c1nnc2ccc(N3CCOCC3)nn12` gave mouse EphA4 binding -4%.
`Cc1nc2nc(SCC(=O)NCc3ccco3)nn2c(C)c1Cc1c(F)cccc1Cl` gave mouse EphA4 binding -12%.
Screening CC(C)NC(=O)c1cc2c(-c3ccc(Cl)cc3)nn(C)c2s1 returned mouse EphA4 binding -12%.
For CCc1nc(NCc2ccc3c(c2)OCO3)c2oc3ccccc3c2n1 the results were mouse EphA4 binding -8%.
For Cc1ccc2nc(N3C(=O)C(O)=C(C(=O)c4cc5ccccc5o4)C3c3cccs3)sc2c1 (centres undefined) the results were mouse EphA4 binding 16%.
CCOC(=O)C1C(=O)CC(C)(O)C(C(=O)OCC)C1c1cccc(OC(F)(F)C(F)F)c1 (centres undefined) was read as mouse EphA4 binding -4%.
For CC1CN(c2oc(-c3ccco3)nc2C#N)CC(C)O1 (centres undefined) the results were mouse EphA4 binding 16%.
Screening Cc1cc(NC(=O)CSc2nnc(-c3cccnc3)n2C)no1 returned mouse EphA4 binding -6%.
`N/C(=N/OCC(=O)Nc1ccc(F)cc1)c1nonc1N` gave mouse EphA4 binding 5%.
COc1ccc2[nH]c3c(NCc4ccco4)ncnc3c2c1 was read as mouse EphA4 binding -15%.
`O=c1[nH]c2cc3c(cc2cc1C(c1nnnn1C1CCCC1)N1CCCc2ccccc21)OCCO3` (centres undefined) gave mouse EphA4 binding 6%.

Brought forward from above: 3 compounds, then new ones.
`N/C(=N/OCC(=O)Nc1ccc(F)cc1)c1nonc1N` gave mouse EphA4 binding 5%.
COc1ccc2[nH]c3c(NCc4ccco4)ncnc3c2c1 was read as mouse EphA4 binding -15%.
`O=c1[nH]c2cc3c(cc2cc1C(c1nnnn1C1CCCC1)N1CCCc2ccccc21)OCCO3` (centres undefined) gave mouse EphA4 binding 6%.
O=C(CCc1ccccc1)Nc1ccc(N2CCOCC2)cc1 was read as mouse EphA4 binding 8%.
Screening Cc1cc(OCC(=O)Nc2c(C(C)C)cccc2C(C)C)cc(C)c1Cl returned mouse EphA4 binding 2%.
`C=CCn1c(SCC(=O)c2cc(C)n(CCOC)c2C)nc2sc(C)c(C)c2c1=O` gave mouse EphA4 binding 9%.
For COc1ccc(CC(NC(=O)c2ccccc2)C(=O)NCC(=O)O)cc1 (centres undefined) the results were mouse EphA4 binding 1%.
Screening COCCn1c(-c2ccc(-c3ccccc3Cl)o2)nc2c1c(=O)[nH]c(=O)n2CC(C)C returned mouse EphA4 binding 1%.
CC(C)OCCCN1CN(S(=O)(=O)c2ccccc2)c2nc3ccccc3nc21 was read as mouse EphA4 binding -12%.
Screening O=C1CCCN1c1ccc(S(=O)(=O)Oc2ccc(Cl)cc2)cc1[N+](=O)[O-] returned mouse EphA4 binding -3%.
`CCn1c(Cn2nnc(-c3ccccc3)n2)nnc1SCC(=O)Nc1ccc(C(C)=O)cc1` gave mouse EphA4 binding 3%.
Screening Cc1ccc2c(c1)cc(CN(Cc1cccs1)C(=O)c1ccco1)c1nnnn12 returned mouse EphA4 binding 1%.
`COc1ccc(-c2cc3c(ccc4ccccc43)oc2=O)cc1OC` gave mouse EphA4 binding 5%.
`CCOC(=O)c1csc(NC(=O)c2ccccc2)n1` gave mouse EphA4 binding -4%.
`CCOc1ccc(N(CC(=O)N2CCc3ccccc32)S(=O)(=O)c2c(C)noc2C)cc1` gave mouse EphA4 binding 0%.
Screening O=C(c1ccc(Cl)cc1)N1CCN(C(=O)c2ccco2)CC1 returned mouse EphA4 binding -3%.
Screening COc1ccc(O)c(-c2cc(C(F)(F)C(F)F)nc(-c3ccccc3)n2)c1 returned mouse EphA4 binding -3%.
For Cc1cccc(Cn2c(SCCO)nc3c2c(=O)n(C)c(=O)n3C)c1 the results were mouse EphA4 binding -18%.
For Cc1cc(NC(=O)c2cc(-c3cccs3)on2)nn1Cc1ccc(Cl)cc1 the results were mouse EphA4 binding 16%.
For CCCCN(C)Cc1c(C)[nH]c2ccc(Cl)cc2c1=O the results were mouse EphA4 binding -2%.
For CNC(=S)N1CCN(c2cccc(OC)c2)CC1 the results were mouse EphA4 binding -4%.
O=C(Nc1ccc2nn(-c3ccccc3)nc2c1)c1cccc(F)c1 was read as mouse EphA4 binding -4%.
Screening Cc1nc2c(C(=O)NCc3ccc4c(c3)OCO4)c[nH]n2c(=O)c1Cl returned mouse EphA4 binding 17%.
`O=C(NCc1ccc2c(c1)OCO2)c1c[nH]c2ccc(S(=O)(=O)N3CCOCC3)cc2c1=O` gave mouse EphA4 binding -2%.
O=C(Nc1ccccc1)c1nnsc1S(=O)(=O)c1ccc(Cl)cc1 was read as mouse EphA4 binding 0%.
For NNC(=O)c1nnn(-c2nonc2N)c1-c1cccs1 the results were mouse EphA4 binding -6%.
For CCn1c(=NC(=O)CN2C(=O)CCC2=O)sc2c(C)cc(C)cc21 the results were mouse EphA4 binding 9%.
For Cc1cc(C)c(C#N)c(N2CCN(Cc3ccc4c(c3)OCO4)CC2)n1 the results were mouse EphA4 binding -11%.
`Cn1c(=O)c2[nH]c(-c3cccnc3)nc2n(C)c1=O` gave mouse EphA4 binding 5%.
For CCc1nc(N)c(C#N)c(-c2ccncc2)c1C the results were mouse EphA4 binding -5%.
`COCC(=O)N1CCN(c2ccc([N+](=O)[O-])cc2)CC1` gave mouse EphA4 binding -14%.
For CCc1cc(=O)oc2c(C)c(O)c(CN3CCCCC3)cc12 the results were mouse EphA4 binding 0%.
`O=C(NCCN=C1NS(=O)(=O)c2ccccc21)c1ccc2nccnc2c1` gave mouse EphA4 binding -24%.
Screening CC(=O)Nc1cccc(NC(=O)c2cc(-c3cccnc3)nc3ccc(Br)cc23)c1 returned mouse EphA4 binding -4%.
`O=C(CNC(=O)c1ccc(Oc2ccccc2)cc1)OC1CCCCC1=O` (centres undefined) gave mouse EphA4 binding -1%.
For Cc1nn(Cc2nc(-c3cccs3)no2)c(C)c1Br the results were mouse EphA4 binding 2%.
Cc1cccc(NC(=O)CSc2n[nH]c(-c3ccncc3)n2)c1 was read as mouse EphA4 binding -2%.
Screening COC(=O)c1ccccc1NC(=O)c1ccco1 returned mouse EphA4 binding -1%.
Screening CCc1nnc(NC(=O)CSc2nc(C)c3c(c2C#N)CCCC3)s1 returned mouse EphA4 binding 10%.
`C=CCn1c(Cc2cccs2)nnc1SCC(=O)Nc1cccc(OC)c1` gave mouse EphA4 binding -13%.
COc1ccc(-c2noc(CN3CCN(c4ccccc4)CC3)n2)cc1 was read as mouse EphA4 binding -4%.
`O=C(c1ccccc1F)N1CCN(c2ccc(Cl)cc2[N+](=O)[O-])CC1` gave mouse EphA4 binding -4%.
Cc1cccc2cc(C#N)c(SCC(=O)N3CC(=O)Nc4ccccc43)nc12 was read as mouse EphA4 binding 1%.
For COc1ccc(-c2nnc(N)s2)cc1 the results were mouse EphA4 binding 3%.
`CC(C)COc1ccc(C(=O)NC(CC(C)C)C(=O)O)cc1` (centres undefined) gave mouse EphA4 binding -4%.
Screening COc1ccc(CN2CCN(C(=O)CN3C(=O)C4C5C=CC(C5)C4C3=O)CC2)c(OC)c1OC (centres undefined) returned mouse EphA4 binding -10%.
CCOc1ccccc1C1CC(=O)Nc2cc3c(cc21)OCCO3 (centres undefined) was read as mouse EphA4 binding 0%.
COc1ccc(C(=O)Nc2ccc(Cl)cn2)cc1Cl was read as mouse EphA4 binding -22%.
Screening COC(=O)c1[nH]c2ccc(C)cc2c1NC(=O)CN1CCc2cc(OC)c(OC)cc2C1 returned mouse EphA4 binding -2%.
`CC(C)C(=O)Nc1ccc(O)cc1C(=O)O` gave mouse EphA4 binding 11%.
For CCOc1ccc(N/C(C)=C/C(=O)c2ccc(C)o2)cc1 the results were mouse EphA4 binding 2%.
For Cn1c2c(c(=O)n(C)c1=O)C(c1ccc(OC(=O)/C=C/c3ccc([N+](=O)[O-])cc3)cc1)C1=C(N2)c2ccccc2C1=O (centres undefined) the results were mouse EphA4 binding -1%.
For Cc1oc2c(CN3CCC(C)CC3)c(O)ccc2c(=O)c1-c1nc2ccccc2s1 the results were mouse EphA4 binding 3%.
`Cc1ccc2c(c1)N(CC(=O)NCc1cccs1)C(=O)C(C)O2` (centres undefined) gave mouse EphA4 binding -13%.
CC(C)N1C(=O)S/C(=C/c2ccc3c(c2)n(C)c(=O)n3C)C1=O was read as mouse EphA4 binding -19%.

Gathered by group: the entries above containing fluorine
Screening Cc1ccc(Cn2ccc(NC(=O)c3cc4nc5c(c(C(F)(F)F)n4n3)CCc3ccccc3-5)n2)cc1 returned mouse EphA4 binding -4%.
Cc1ccc(CSc2nnc3c(n2)OC2(Nc4ccccc4-3)C(=O)Nc3ccc(F)cc32)cc1 (centres undefined) was read as mouse EphA4 binding 1%.
`FC(F)(F)c1ccc(Oc2ccc3c(C(F)(F)F)cc(C(F)(F)F)nc3n2)cc1` gave mouse EphA4 binding -8%.
`FC(F)(F)c1nnc2ccc(N3CCOCC3)nn12` gave mouse EphA4 binding -4%.
`Cc1nc2nc(SCC(=O)NCc3ccco3)nn2c(C)c1Cc1c(F)cccc1Cl` gave mouse EphA4 binding -12%.
CCOC(=O)C1C(=O)CC(C)(O)C(C(=O)OCC)C1c1cccc(OC(F)(F)C(F)F)c1 (centres undefined) was read as mouse EphA4 binding -4%.
`N/C(=N/OCC(=O)Nc1ccc(F)cc1)c1nonc1N` gave mouse EphA4 binding 5%.
Screening COc1ccc(O)c(-c2cc(C(F)(F)C(F)F)nc(-c3ccccc3)n2)c1 returned mouse EphA4 binding -3%.
O=C(Nc1ccc2nn(-c3ccccc3)nc2c1)c1cccc(F)c1 was read as mouse EphA4 binding -4%.
`O=C(c1ccccc1F)N1CCN(c2ccc(Cl)cc2[N+](=O)[O-])CC1` gave mouse EphA4 binding -4%.

An excerpt. The share of hits here may be higher or lower than overall.
